Assay outcomes: PubChem, National Center for Advancing Translational Sciences (NCATS)
p53ts 39C kill: cytotoxicity in p53ts cells at nonpermissive temperature. Potency, µM (highest dose often 46.1 µM), for inactives: at the top dose activity change, negative = cell killing, actives largely listed as cytotoxic. AID 902. hit rate 1.5% among 130,000. H1299-p53A138V viability at 39C, ATP luminescence, 24 h; further: nearly all actives have a fitted effect of over 55% in size
IkB sig inh: inhibitors of IkB signaling in ABC-DLBCL cells | ABC-DLBCL IkBa-CBG/CBR dual luciferase ratio, 4 h; response scale: scaled: untreated 0%, proteasome inhibitor 100% | Potency, µM (titrated, usually from 57.1 µM), for the others: top-dose IkBa stabilization activation | hit rate 0.04% among 110,000 | AID 445; active means well fitted curve in the direction sought with a large enough effect in the signal ratio, not every such curve was filed as active; inconclusive means small, poorly fitted or top-dose-only effect, or a change in a side signal; the % refers to the signal ratio;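 further: the direction sought is a rising ratio; 0% = basal untreated cells and 100% = reference inhibitor full response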
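Curves were fitted separately to fusion (green), unfused (red) and ratio luminescence, then classed by r2, magnitude and activity. Cells: OCI-Ly3, 4 h compound plus doxycycline at 37C; 10 uM MG-132 defined full response.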
p53ts 32C tox: cytotoxicity in p53ts cells at permissive temperature; H1299-p53A138V at 32C, ATP luminescence viability, 24 h; Potency, µM (highest dose often 46.1 µM), for the others: top-dose activity change, negative = cytotoxicity, actives largely listed as cytotoxic; hit rate 0.93% among 130,000;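 further: 0% = DMSO and -100% = full killing by reference compound; nearly all actives have a fitted effect of over 55% in size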
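ATP-content luminescence (ATPlite) read-out after 24 h compound exposure at 32C in H1299-p53A138V cells (600/well). Tested up to 46 uM. Normalized to DMSO (0%) and 100 uM tamoxifen (100% killing); Hill-fit AC50.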
Peg3 imprint: inducers of genomic imprint erasure in mouse ES cells. mouse ES Peg3-LacZ reporter, beta-gal luminescence, 40 h. Potency, µM (top dose mostly 60.7 µM), without a hit: at the top dose activity change, positive = activation, usual class: activators. hit rate 0.02% among 110,000. AID 1948;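 further: 0% = negative control wells on the plate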
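Imprint erasure is scored as LacZ activity from the silenced maternal Peg3 allele in feeder-free female ES cells cultured 40 h with LIF. Luminescence is normalized to in-plate negative controls and fitted to the Hill equation.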
Numbers without * were called inactive; ? = inconclusive; nt = not tested or not shown; [ ] = another dose, or the depositor's remark. Unless noted, the call rests on the fitted dose curve; in most records, active means well fitted curve in the direction sought with a large enough effect; inconclusive means small, poorly fitted or top-dose-only effect, or another doubt; inactive means no such curve, though single readings can be large; an effect the other way counts as inactive or inconclusive. Unless noted, on the % scale 0 is the no-effect control and ±100 the full control effect; potency means the concentration at half of the fitted maximal effect. Outcome played no part in choosing rows; overall some 1.8% were active at least once.

SMILES	p53ts 39C kill	IkB sig inh	p53ts 32C tox	Peg3 imprint
CCNc1ccc2noc3c2c1C(=O)c1ccccc1-3	-14.5%	nt	-5.6%	nt
O=C(Oc1c(Cl)cc(Cl)c2cccnc12)N1CCOCC1	8.4%	-0.3%	-3.9%	8.2%
CCNc1nc(C)nc2c1oc1ccccc12	8.3%	-0.2%	1.2%	-5.8%
CCCCCn1c(=O)[nH]c2cc(C(=O)NCCN(C)CCCC)ccc2c1=O	?	0.5%	-2.6%	-19.1%[10.9 µM]
COc1ccccc1NC(=O)C(=O)NCC(c1ccc2c(c1)OCO2)N1CCOCC1 (configuration not stated)	-3.9%	?	-1.0%	12.3%[10.9 µM]
CN(C)S(=O)(=O)N(CC(=O)NCCSCc1cccc(Cl)c1)c1ccccc1	-20.1%	?	4.1%	3.8%[10.9 µM]
Cc1c(NC(=O)C2CCCN2C(=O)c2cccs2)c(=O)n(-c2ccccc2)n1C (configuration not stated)	10.0%	0.1%	-7.0%	-2.3%
Cc1ccc(Cl)cc1N1CCN(C(=O)c2cn(C)c3ccc(S(=O)(=O)N4CCCC4)cc3c2=O)CC1	-5.1%	1.9%	10.6%	8.5%[10.9 µM]
Cc1ccc(/C=C/c2nc3ccccc3n2S(=O)(=O)c2ccc(Br)cc2)cc1	6.31µM*	?	5.01µM*	-16.3%[10.9 µM]
Cc1ccc(N2CCN(S(=O)(=O)c3cc(Br)cc4c3N(C(=O)C3CC3)CC4)CC2C)cc1 (configuration not stated)	30.8%[activator]	4.0%	-0.7%	-4.2%[10.9 µM]
CCCCN(CC)C(=O)c1c[nH]c2ccc(S(=O)(=O)N(C)c3ccc(Cl)cc3)cc2c1=O	-13.5%	?	10.2%	-13.0%[10.9 µM]
Nc1cc(=O)[nH]c(=O)n1CC1CC1	-13.1%	nt	-1.1%	-1.0%
Cc1nn(Cc2ccccc2)c(C)c1NC(=O)CSc1nc2sc3c(c2c(=O)n1C)CCC3	1.3%	-0.5%	-6.6%	0.5%
c1ccc2sc(SN3CCOCC3)nc2c1	-1.4%	-3.5%	-6.2%	0.6%
CC(=O)N1CCN=C1SCc1ccccc1	0.6%	0.0%	8.0%	-7.1%

A second format for some results above.
SMILES,p53ts 39C kill,IkB sig inh,p53ts 32C tox,Peg3 imprint
COc1ccccc1NC(=O)C(=O)NCC(c1ccc2c(c1)OCO2)N1CCOCC1 (configuration not stated),-3.9%,?,-1.0%,12.3%[10.9 µM]
CN(C)S(=O)(=O)N(CC(=O)NCCSCc1cccc(Cl)c1)c1ccccc1,-20.1%,?,4.1%,3.8%[10.9 µM]
Cc1c(NC(=O)C2CCCN2C(=O)c2cccs2)c(=O)n(-c2ccccc2)n1C (configuration not stated),10.0%,0.1%,-7.0%,-2.3%
Cc1ccc(Cl)cc1N1CCN(C(=O)c2cn(C)c3ccc(S(=O)(=O)N4CCCC4)cc3c2=O)CC1,-5.1%,1.9%,10.6%,8.5%[10.9 µM]
Cc1ccc(/C=C/c2nc3ccccc3n2S(=O)(=O)c2ccc(Br)cc2)cc1,6.31µM*,?,5.01µM*,-16.3%[10.9 µM]
Cc1ccc(N2CCN(S(=O)(=O)c3cc(Br)cc4c3N(C(=O)C3CC3)CC4)CC2C)cc1 (configuration not stated),30.8%[activator],4.0%,-0.7%,-4.2%[10.9 µM]
CCCCN(CC)C(=O)c1c[nH]c2ccc(S(=O)(=O)N(C)c3ccc(Cl)cc3)cc2c1=O,-13.5%,?,10.2%,-13.0%[10.9 µM]

Remaining list, next part:
SMILES	p53ts 39C kill	IkB sig inh	p53ts 32C tox	Peg3 imprint
CC(C)CCNC(=O)C1CCN(c2nc3ccc(Cl)cc3[nH]2)CC1	-7.8%	?	-0.1%	21.3%[10.9 µM]
CCOCCCNC(=O)CN1C(=O)C(CC)Oc2ccccc21 (configuration not stated)	-4.6%	0.7%	-10.4%	-0.8%
CCc1ccc(NC(=O)c2ccc(F)c(S(=O)(=O)N3CCc4ccccc4C3)c2)cc1	-8.1%	-2.2%	12.9%	-18.5%[10.9 µM]
Cc1cc(C)n(CCc2nc3c4ccccc4nc(N4CCN(c5ccc(F)cc5)CC4)n3n2)n1	2.4%	-1.8%	6.0%	-1.0%[10.9 µM]
CCOC(=O)C1CCCN(C(=O)c2cc(Cl)ccc2Cl)C1 (configuration not stated)	0.3%	-0.2%	-7.1%	-8.0%
COc1cccc(NC(=O)CN2CCN(c3nc(-c4cccc(OC)c4)cs3)CC2)c1	-6.5%	nt	1.9%	nt
Clc1cccc(-n2ncc3c(N4CCN(Cc5ccccc5)CC4)ncnc32)c1	-22.0%	?	-7.7%	-15.7%[10.9 µM]
Cc1cc(C)cc(N(CC(=O)O)S(=O)(=O)c2cccnc2)c1	-4.5%	3.7%	0.7%	-4.5%
Cn1cccc1C(=O)N1CCC2(CCCN(Cc3nccs3)C2)CC1	-2.3%	0.9%[11.4 µM]	-6.5%	nt
Clc1ccc(-c2nnn(Cc3nc4ccccc4s3)n2)cc1	-14.0%	?	-9.9%	-7.2%
Nn1c(SCC(=O)NCc2ccccc2)nncc1=O	7.8%	nt	17.2%	nt
COc1cccc(OCCCn2c(-c3ccc(Cl)cc3)nc3ccccc3c2=O)c1	-1.4%	?	-1.1%	-8.3%[10.9 µM]
CCC(C)NC(=O)C1CCC(CNS(=O)(=O)c2cccc3nsnc23)CC1 (configuration not stated)	-8.2%	0.9%	6.7%	-2.9%[10.9 µM]
COCCNC(=O)c1nn(-c2ccc(Cl)cc2)nc1CO	-16.1%	-1.5%	-18.1%	-9.3%[10.9 µM]
COc1ccc(C)cc1NC(=O)Cn1cnc2sc(C)c(S(=O)(=O)N3CCOCC3)c2c1=O	-4.8%	-0.4%	6.0%	10.8%
Cc1ccc(NC(=O)CN2CCCN(Cc3cc(C)ccc3C)S2(=O)=O)c(Cl)c1	-7.0%	1.2%	-12.4%	-5.5%[10.9 µM]
COc1ccc(C2NC(=O)N(C)C3=C2C(=O)N(c2ccc(Br)cc2)C3)cc1 (configuration not stated)	8.7%	3.8%	4.0%	-12.0%[10.9 µM]
CCc1nnc2c3ccccc3nc(N3CCN(c4cc(C)ccc4C)CC3)n12	?	?	-18.7%	-11.0%[10.9 µM]
Cc1ccn2c(Nc3c(C)cccc3C)c(-c3ccc(Cl)s3)nc2c1	-11.1%	?	5.6%	6.8%[10.9 µM]
CC1CCCC(NC(=O)c2n[nH]c(=O)c3ccccc23)C1C (configuration not stated)	-6.5%	?	-4.5%	-6.5%
CC1(C)CC(=O)C2=C(C1)N(CCN1CCOCC1)C1=C(C(=O)CC(C)(C)C1)C2c1ccc(Cl)cc1	-6.1%	-0.3%	3.1%	-2.9%
COC(=O)[C@H](CCSC)NC(=O)Nc1ccc(C)cc1	1.1%	-4.3%	6.0%	-6.9%
COc1ccc(-c2cc(=O)c3ccccc3n2C)cc1	5.1%	nt	-1.7%	nt
CCN(C(=O)COC(=O)c1cnc(C)cn1)C1CCCCC1	6.3%	0.8%	5.1%	-5.3%
CCN(CC)S(=O)(=O)c1cc(C(=O)Nc2ccccn2)ccc1C	12.6µM*	-2.2%	10µM*	-52.8%[inhibitor]
COc1ccccc1N1CCN(CCCCNC(=O)c2ccc3ccccc3c2)CC1	-19.4%[20.6 µM]	-1.1%[25.6 µM]	?	-12.5%
Cc1cccc(NC2SC(=O)N(CC(=O)O)C2=O)c1 (configuration not stated)	2.5%	nt	-1.7%	nt
CN1CCN(Cc2c(O)ccc3cc(-c4ccc(Cl)cc4)c(=O)oc23)CC1	?	?	-29.1%	-3.0%[10.9 µM]
CCOc1c(Br)cc(C2C=C(C(=O)O)Nc3ncnn32)cc1OC (configuration not stated)	10.2%	-0.5%	4.1%	-4.9%[10.9 µM]
CCOC(=O)c1ccc(NC(=O)c2cnc(N3CCCC3)nc2C)cc1	-8.5%	?	-3.2%	-2.7%[10.9 µM]

Reformatted in CSV form: part of the list above
SMILES,p53ts 39C kill,IkB sig inh,p53ts 32C tox,Peg3 imprint
CCc1nnc2c3ccccc3nc(N3CCN(c4cc(C)ccc4C)CC3)n12,?,?,-18.7%,-11.0%[10.9 µM]
Cc1ccn2c(Nc3c(C)cccc3C)c(-c3ccc(Cl)s3)nc2c1,-11.1%,?,5.6%,6.8%[10.9 µM]
CC1CCCC(NC(=O)c2n[nH]c(=O)c3ccccc23)C1C (configuration not stated),-6.5%,?,-4.5%,-6.5%
CC1(C)CC(=O)C2=C(C1)N(CCN1CCOCC1)C1=C(C(=O)CC(C)(C)C1)C2c1ccc(Cl)cc1,-6.1%,-0.3%,3.1%,-2.9%
COC(=O)[C@H](CCSC)NC(=O)Nc1ccc(C)cc1,1.1%,-4.3%,6.0%,-6.9%

Carrying on.
SMILES	p53ts 39C kill	IkB sig inh	p53ts 32C tox	Peg3 imprint
CN(Cc1ccccc1)c1nc2c(c(=O)[nH]c(=O)n2C)n1C	9.0%	0.3%	-2.0%	-1.1%
CCc1ccccc1N(C(=O)c1cccs1)C1C=CS(=O)(=O)C1 (configuration not stated)	20.2%	-0.4%	-9.3%	-8.3%
COc1ccc2c(c1)CCc1c(C(=O)N3CCOCC3)noc1-2	-24.5%	-0.3%	?	-21.9%
O=C(CCN1CCN(CCO)CC1)Nc1ccc(OCc2ccccc2)cc1	-15.0%	-1.1%	-13.6%	-7.3%
COc1ccccc1CN1C(=O)[C@@H]2C(CC(N)=O)NC3(C(=O)Nc4c3ccc(Cl)c4C)[C@@H]2C1=O (some centres not stated)	1.5%	-1.9%	2.6%	-4.1%
COc1ccc(N2CCN(C(=O)C(CCSC)N=C3NS(=O)(=O)c4ccccc43)CC2)cc1 (configuration not stated)	-2.9%	?	8.8%	-10.3%
COc1ccc2[nH]cc(CCNc3nc(-c4cccnc4)nc4ccccc34)c2c1	-17.2%	-9.4%[11.4 µM]	1.6%	-5.7%
Cc1ccc(C(c2nnnn2C(C)(C)C)N(Cc2ccco2)Cc2cccs2)cc1 (configuration not stated)	9.4%	1.5%	14.3%	-11.4%
O=C1c2ccccc2C(Nc2ccc3c(c2)OCO3)N1Cc1ccco1 (configuration not stated)	11.0%	-2.7%	5.4%	-25.9%
O=C(c1ccncc1)c1ccc(Br)cc1	1.4%	-1.0%	3.7%	-3.2%
Cc1ccc(-c2nc(CSCC(=O)N3CCOCC3)c(C)o2)cc1	-11.1%	-0.9%	-1.0%	-14.4%
COc1ccccc1-c1cc(NC(=O)COc2ccc(C)c(C)c2)n(-c2ccccc2)n1	-1.4%	0.0%	2.8%	-6.3%[10.9 µM]
Cc1noc(C)c1COc1ccc(C(=O)OCC(=O)NC(=O)C2COc3ccccc3O2)cc1 (configuration not stated)	6.7%	0.3%	1.5%	-10.6%
COc1ccc(S(=O)(=O)N(CC(=O)NCCSc2ccccc2)c2ccc(Cl)cc2)cc1	6.3%	?	-10.1%	-18.4%[10.9 µM]
CC1CCN(S(=O)(=O)c2ccc3nc(N4CCN(c5ccccc5F)CC4)ccc3c2)CC1	-11.2%	0.0%	-6.5%	-8.0%[10.9 µM]
CN=C1SC(C(=O)O)CC(=O)N1C (configuration not stated)	12.2%	-0.4%	8.6%	2.4%
O=c1cc(-c2cccc(O)c2)oc2c(O)c(O)ccc12	25.1µM*	1.9%[11.4 µM]	?	-13.7%
Cc1cccc(N2CCN(C(=O)c3oc(=O)c4ccccc4c3-c3ccccc3)CC2)c1C	17.3%	-2.6%	4.9%	-3.8%[10.9 µM]
CC(C)=NOCc1cccc(-c2cc(-c3ccccc3)no2)c1	2.8%[9.22 µM]	nt	-4.8%[9.22 µM]	nt
